Assay outcomes from PubChem BioAssay.
TIM10 inh = inhibits growth of TIM10 yeast strain; inhibition, % at 10 µM; S. cerevisiae TIM10 strain growth, BacTiter-Glo luminescence, 24 h; actives 1.4% (n = 330,000);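 active means inhibition of 40% or more at the single tested concentration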;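 further: wild-type TIM10 isogenic control strain grown at permissive 25 °C; 0% = DMSO yeast wells and 100% = minimal medium wells without yeast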
APJ agonist = APJ receptor agonism. activation, % at 20 µM. CHO-K1 APJ PathHunter beta-arrestin, luminescence; 0% DMSO wells, 100% apelin. P35414. AID 2520. actives 0.11% (n = 330,000);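 active means activation more than six SD over the plate average, tested at 20 µM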;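 further: 0% = DMSO alone and 100% = apelin-13 at 10 nM; some results filed as inactive read as strong as hits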
Target sequence (P35414 whole entry, looked up): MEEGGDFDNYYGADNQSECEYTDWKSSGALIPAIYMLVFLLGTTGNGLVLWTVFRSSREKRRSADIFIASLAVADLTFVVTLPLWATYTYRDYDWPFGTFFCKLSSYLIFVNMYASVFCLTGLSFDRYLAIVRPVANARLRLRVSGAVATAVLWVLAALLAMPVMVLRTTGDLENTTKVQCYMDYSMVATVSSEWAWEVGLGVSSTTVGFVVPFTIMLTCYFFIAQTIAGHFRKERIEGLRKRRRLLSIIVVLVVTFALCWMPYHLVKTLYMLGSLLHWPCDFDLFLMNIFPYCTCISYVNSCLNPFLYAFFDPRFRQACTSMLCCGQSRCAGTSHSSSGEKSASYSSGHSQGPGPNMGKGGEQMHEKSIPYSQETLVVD
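Assay system: CHO-K1 APJ beta-arrestin complementation cell line / Compound: single test compound dose, 20 µM final, 1% DMSO / Times: overnight seeding, 90 min compound at 25 °C, 1 h detection / Technique: beta-gal luminescence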
UPR XBP1 act = adaptive UPR (XBP1) activation | CHO-XBP1 luciferase reporter, IRE1-XBP1 UPR activation, luminescence; percent of tunicamycin response, DMSO as zero | actives 0.33% (n = 330,000) | activation, % at 20 µM;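 active means versus positive control, 20 µM dose yields 30% or more activation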;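 further: 100% = tunicamycin at 10 µg/mL and 0% = DMSO only wells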
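Material: CHO cell line with stable XBP1 luciferase reporter; buffer or medium: F12 medium containing 10% fetal bovine serum; compound: single point, 20 µM final compound, 1% DMSO; incubation: 6 h treatment, 37 °C; measured by: glow luminescence from Steady-Glo reagent; evaluation: activation, % of tunicamycin; control set: tunicamycin high, DMSO low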
Mdm2-MdmX inh = human Mdm2/MdmX binding inhibition; inhibition, % at 8 µM; actives 3% (n = 330,000); SaOS-2 split-luciferase Mdm2/MdmX complementation, luminescence; O15151+Q00987;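 active means inhibition of at least 50% at 8 µM in the primary screen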
tim10-1 inh = growth inhibitors of tim10-1 mutant yeast. actives 2.2% (n = 330,000). inhibition, % at 20 µM. S. cerevisiae tim10-1 ts strain growth, BacTiter-Glo, 24 h. AID 463190;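 active means inhibition of at least 40%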;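 further: mutant grown at 25 °C; 0% = DMSO wells with yeast and 100% = wells holding no yeast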
NALP3 yeast inh = blocks the NALP3 inflammasome reconstituted in yeast; Yeast reconstituted NLRP3/ASC/caspase-1, beta-gal luminescence, 24 h; inhibition, % at 10 µM; actives 0.39% (n = 330,000); AID 2825;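 active means inhibition of 50% or more; inactive means inhibition below 50%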;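 further: plate controls were induced DMSO wells for no effect and uninduced yeast grown without galactose for full effect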
tim23-1 inh = tim23-1 yeast growth inhibition. AID 463212. inhibition, % at 20 µM. actives 1.3% (n = 330,000). S. cerevisiae tim23-1 growth, BacTiter-Glo luminescence, 24 h;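 active means growth inhibition of the mutant yeast at or above 50%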;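 further: temperature-sensitive mutant grown at 25 °C; plate controls were DMSO-treated mutant yeast for no effect and medium wells lacking yeast for full effect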
GRIN3A LBD mod = NR3A (human) ligand-binding domain modulation | NR3A LBD differential scanning fluorimetry, Tm shift; 0% = protein alone, 100% = glycine-bound protein | Tm shift relative to glycine control, % at 25 µM | actives 2.5% (n = 340,000) | AID 1259313;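 active means melting temperature shift of at least 10% of the positive control shift, at one fixed dose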
CHOP UPR activ = activators of apoptotic arm of unfolded protein response (CHOP). CHO-CHOP luciferase reporter, UPR activation, luminescence; percent of tunicamycin response over DMSO baseline. activation, % at 10 µM. actives 0.34% (n = 330,000);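 active means at 10 µM dose, activation of 40% or more, normalized to positive control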;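 further: 100% = tunicamycin at 10 µg/mL and 0% = DMSO alone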
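System: CHO-CHOP luciferase reporter cell line | Buffer or medium: F12 medium containing 10% fetal bovine serum | Doses: One dose, 10 µM in 0.5% DMSO | Times: 6 h compound exposure at 37 °C after overnight seeding | Signal: Luciferase luminescence | Read-out: % activation vs tunicamycin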
* hit, by the source's call.

SMILES | TIM10 inh | APJ agonist | UPR XBP1 act | Mdm2-MdmX inh | tim10-1 inh | NALP3 yeast inh | tim23-1 inh | GRIN3A LBD mod | CHOP UPR activ
COCCCN1Cc2cccc(C(=O)O)c2C1=O | -6 | -4 | 0 | 17 | -14 | 12 | -4 | -2 | -0.3
CN1CCN(NC(=O)c2ccc(Cl)cc2Cl)CC1 | -2 | 2 | -2 | -21 | 4 | 18 | 3 | -1 | 0.7
COc1ccccc1NC(=O)CC1C(=O)NCCN1C(=O)Nc1ccccc1 (stereo not given) | -5 | -6 | 2 | 22 | 8 | 21 | 14 | -1 | 0.1
COc1cccc(OC)c1-c1nn2c(-c3ccco3)nnc2s1 | 20 | -2 | 4 | -5 | 45* | -6 | 22 | -1 | -1.2
COc1ccc(NC(=S)NC2CCN(Cc3ccccc3)CC2)cc1OC | 1 | -3 | 1 | -12 | 3 | 16 | -2 | -1 | -0.5
Cc1oc(-c2ccccc2)nc1C(=O)Nc1nccs1 | -6 | -4 | 6 | -13 | 14 | 22 | 7 | 2 | 2.5
COC(=O)C1CCN(C(=O)CN2C(=O)NC(CCc3ccccc3)C2=O)CC1 (stereo not given) | -6 | -2 | -3 | -3 | -2 | 11 | -10 | -1 | -1.6
COc1ccc(-c2nn(-c3ccccc3)cc2/C=C/C(=O)OCC(=O)Nc2ccc(C#N)cc2)cc1 | 26 | -4 | 0 | 25 | 0 | 19 | 7 | -18 | 3.4
OCC1OC(Oc2cccc3ccccc23)C(O)C(O)C1O (stereo not given) | -10 | 2 | -6 | 16 | 3 | 11 | -1 | 2 | -0.2
Cc1noc(C)c1COc1ccccc1C(=O)NCCc1ccccc1 | 1 | -3 | 2 | 8 | 2 | 9 | 13 | -1 | 1.1
CCn1ccc2cc(OC)ccc2c1=S | -29 | 1 | 1 | 44 | 7 | 9 | 2 | 1 | 0.1
O=C(CSc1nnc(CNC(=O)c2cccs2)o1)NCCc1ccccc1 | -1 | 4 | -3 | 14 | 1 | 11 | 7 | 1 | 0.8
CC(C)C(C(=O)NC1CCCC1)N(Cc1ccco1)C(=O)CNS(=O)(=O)c1ccccc1 (stereo not given) | -11 | -3 | 1 | 3 | 17 | 29 | 6 | -1 | 0.7
Cc1nn(-c2ccccc2)c2nc(=O)n(-c3ccccc3)cc12 | -10 | 2 | 0 | 30 | 12 | -3 | 10 | 2 | -2.9
CC1CCCN(C(=O)CN2C(=O)CSc3ccc(S(=O)(=O)N4CCOCC4)cc32)C1 (stereo not given) | 3 | -3 | -3 | 8 | 3 | 2 | -16 | -6 | -2.3
COc1ccccc1N1CCN(CC(O)COc2ccc3c(c2)OCO3)CC1 (stereo not given) | -2 | -4 | 0 | 4 | 5 | 3 | -5 | -2 | -1.2
Nc1nccnc1C(=O)OCC(=O)NCCc1ccc(Cl)cc1 | -6 | 2 | 0 | -22 | 12 | 8 | 10 | -4 | 0.5
COc1ccc(O)c(/C=N/NC(=O)c2cc(=O)[nH]c3ccccc23)c1 | 6 | -2 | -3 | -1 | 4 | 1 | -34 | 0 | -1.6
CC(Oc1ccc(Br)cc1)C(=O)NCC(c1cccs1)N1CCOCC1 (stereo not given) | 15 | -6 | -2 | -7 | 21 | 22 | 12 | 1 | 1.2
O=C(c1ccccc1)c1cc2ccccc2oc1=O | 33 | -4 | 1 | -4 | 11 | 24 | 20 | 0 | 3.2
COc1ccccc1C(=O)NC(=S)Nc1cccnc1Cl | 28 | -3 | -3 | 10 | 12 | 36 | 20 | 2 | 7.0
CC(CN1CCOCC1)OC(=O)c1cccc(Br)c1 (stereo not given) | -3 | -2 | 3 | 3 | -11 | 2 | 5 | 1 | 2.3
O=C(/C=C/c1ccc(Br)o1)NCCCN1CCOCC1 | 3 | -5 | 7 | -3 | 4 | 7 | -2 | -1 | 2.0
O=C(Nc1cc(Cl)ccc1O)C1CCCO1 (stereo not given) | -3 | -5 | 5 | 2 | 16 | 21 | 1 | -1 | -2.0
CCOc1ccccc1N(C)C(=O)CCS(=O)(=O)c1ccc2c(c1)NC(=O)CO2 | -2 | 0 | -4 | 10 | -19 | 2 | 4 | -2 | -0.1
COc1cc(-c2c(-c3cc(OC)c(OC)c(OC)c3)noc2C)ccc1F | 24 | -5 | 16 | 84* | 15 | 4 | 16 | 0 | 1.5
CCOC(=O)C1(Cc2ccccc2Cl)CCN(C(=O)c2cc(C)on2)CC1 | 6 | -7 | -1 | -13 | 36 | 17 | 28 | -1 | 3.1
Cc1cc(OCC(=O)NCC2CCC(C(=O)O)CC2)c2c(C)c(C)c(=O)oc2c1 (stereo not given) | -5 | 0 | 0 | 1 | 3 | 16 | -2 | -2 | -0.8
Cc1c(Cl)cccc1NC(=O)C1CC2CCC1C2 (stereo not given) | -4 | -3 | -2 | 6 | 10 | -10 | 12 | -1 | -0.1
C=CCOC(=O)C(=O)/C=C/c1coc2ccccc2c1=O | 19 | 0 | -1 | 22 | 23 | 4 | 44 | -1 | -1.7
CC(C)C(=O)Nc1ccc(C(=O)Nc2ccc(S(=O)(=O)N3CCOCC3)cc2)cc1 | -3 | 0 | -1 | 6 | 1 | 16 | 3 | 10 | 2.5
COc1ccc(C)cc1Nc1nc(N)c2ccccc2n1 | 15 | 1 | -4 | -68 | -10 | 40 | 0 | -11 | 3.0
COc1ccccc1C(c1nnnn1C(C)C)N1CCN(C(=O)c2ccco2)CC1 (stereo not given) | 4 | 1 | -1 | 4 | -17 | 7 | 11 | -2 | 0.7
O=C1OC(/C=C/c2ccc(Cl)cc2Cl)=NC/1=C\c1cccs1 | 15 | 0 | -1 | 31 | 22 | 2 | 25 | -5 | 0.6
O=C(COC(=O)CCCSc1nc2ccccc2[nH]1)Nc1ccc(Cl)cc1 | 1 | -3 | 0 | -7 | -27 | 7 | -3 | 16* | -1.3
COc1ccc(OCC(=O)c2c(O)c3ccccc3oc2=O)cc1 | 7 | -3 | -1 | -9 | 13 | -2 | 9 | 1 | 2.3
CCC(C)NC(=O)C1CCN(S(=O)(=O)c2cccnc2)CC1 (stereo not given) | -17 | 0 | -3 | 7 | -16 | 0 | 3 | -1 | -1.0
O=C(NCCc1ccccc1)[C@@H]1CC=C[C@@H]2CCN(Cc3ccc(Cl)c(Cl)c3)C(=O)[C@@H]21 | 14 | -2 | 1 | 46 | 23 | 5 | 37 | -27 | 1.6
Cc1cc2oc(=O)cc(CN3CCOCC3)c2c(C)c1Cl | 5 | 0 | 1 | 14 | 26 | 24 | 21 | -1 | -1.0
COc1ccccc1CCCNC(=O)C1CCC(=O)N(CCc2cccc(F)c2)C1 (stereo not given) | 6 | -1 | -4 | 7 | 2 | 14 | 1 | 1 | -0.2
CN(C)c1nc(N)nc(Nc2ccccc2C#N)n1 | 4 | -1 | 2 | 6 | -8 | 26 | 2 | 0 | 1.2
S=c1nc(-c2ccccc2)c(-c2ccccc2)n[nH]1 | -8 | -5 | 0 | 13 | 26 | 7 | 16 | -10 | -0.8
CCC(O)(CC)C(=O)NN(C(=O)CCl)c1ccccc1 | -3 | -2 | -2 | 27 | -6 | -12 | -5 | 1 | -2.1
O=C(CCNC(=O)C1CCN(S(=O)(=O)c2ccccc2)CC1)NCc1ccc(Cl)cc1Cl | -1 | -10 | -2 | 19 | 16 | -2 | 19 | -1 | 0.1
Cc1ccc(NC(=O)c2cccc(C(=O)Nc3ccc(C)cc3C(=O)O)c2)c(C(=O)O)c1 | 1 | -3 | -4 | -11 | 22 | -8 | 13 | 25* | 0.9
O=C(CCn1nc(-c2ccccc2)ccc1=O)N1CCOCC1 | 1 | -1 | -3 | 7 | 0 | -5 | 4 | 1 | 0.2
COc1ccc(Cl)cc1NC(=O)c1cccc(N2C(=O)C3CC=CCC3C2=O)c1 (stereo not given) | -1 | 11 | -2 | 19 | 18 | 22 | 20 | -10 | 0.9
COC(=O)c1ccc(NC(=O)CNC(=O)C2CCCCC2)cc1 | 1 | 3 | 1 | 12 | 4 | 29 | 16 | 1 | 0.0
COc1ccccc1C(=O)N1CCN=C1SC | -9 | 14 | -1 | 22 | 6 | 0 | 7 | -3 | -2.0
CCN(CC)CCNC(=O)c1c(O)c2cc(OC)c(OC)cc2[nH]c1=O | 10 | -2 | 0 | 4 | 1 | 6 | 9 | -1 | 0.5
Going on with the list:
SMILES | TIM10 inh | APJ agonist | UPR XBP1 act | Mdm2-MdmX inh | tim10-1 inh | NALP3 yeast inh | tim23-1 inh | GRIN3A LBD mod | CHOP UPR activ
CCn1c2ccccc2c2cc(NC(=O)CNCC3CCCO3)ccc21 (stereo not given) | 12 | -1 | -1 | 17 | 16 | 25 | 8 | 2 | 0.0
CCC(C)Sc1nc(O)cc(=O)[nH]1 (stereo not given) | 7 | -6 | -2 | -1 | 1 | 1 | 12 | -1 | -1.7
COCCNC(=O)C(c1ccncc1)N(Cc1ccccc1)C(=O)Cn1nnc2ccccc21 (stereo not given) | -4 | -1 | 1 | -9 | 11 | 17 | -2 | 4 | 3.4
COc1ccc(-c2nnn(Cc3ccccc3)n2)cc1OC | -14 | -1 | 0 | 17 | -24 | 24 | 4 | 3 | 3.7
O=C(CSc1nc2ccccc2[nH]1)N/N=C/C=C\c1ccccc1[N+](=O)[O-] | -10 | 5 | -1 | 9 | 6 | 24 | 16 | -2 | 1.5
COC(=O)Cc1ccc(NC(=S)N2CCN(C)CC2)cc1 | 2 | -2 | 0 | 16 | 0 | -2 | -9 | -1 | 1.7
COc1ccc(/C=C/C(=O)c2ccc3c4c(cccc24)CC3)cc1 | 7 | 0 | 5 | -7 | 6 | 24 | 13 | -7 | 3.0
Cc1ccc(S(=O)(=O)N2CCN(C(=O)CSc3nccn3C)CC2)cc1 | -9 | -2 | -1 | 0 | -10 | 8 | 4 | -3 | -0.8
CCOC(=O)c1cccc2c(=O)c(C(=O)c3ccc(Cl)cc3)c(C(=O)OC)[nH]c12 | -3 | 1 | 0 | -11 | -3 | 15 | 8 | -6 | 0.3
Cc1cc(C)cc(NC(=O)CN2CCc3ccccc3C2)c1 | -7 | 12 | 2 | -19 | 2 | 24 | 18 | 3 | -0.5
O=C(CS(=O)(=O)Cc1ccccc1)NCC1CCCO1 (stereo not given) | 7 | 2 | -1 | 10 | 2 | 9 | 8 | 0 | 0.2

Random draw from the library; 8.2% or so of the library scored in one or more.
